# Source: PubChem BioAssay (several laboratories)
# Calpain2 inh = blocks pig calpain II enzyme activity. purified calpain II, fluorogenic peptide substrate, 30 min. inhibition, % at 16 µM. hit rate 0.37% among 220,000;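 active means inhibition above about 50%, limit read from the data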
# PERK inh = blocks human PERK kinase | Q9NZJ5 | CHO PERK-DD fusion, SEAP luminescence translation reporter | inhibition, % at 5.6 µM | hit rate 0.17% among 220,000 | AID 1416;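 active means inhibition above the mean inhibition of all tested compounds plus 3 SD, set separately per screening campaign, cut at about 2.9% in these data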;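 further: PERK kinase domain activated by AP20187 dimerizer at 100 nM; 0% = DMSO with dimerizer and 100% = rapamycin at 8.4 µM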
# TNF death inh = inhibitors of TNF-alpha induced necroptosis in Jurkat FADD-/- cells; hit rate 0.068% among 220,000; activation (protection from cell death), % at 10 µM; Jurkat FADD-/- TNF necroptosis rescue, ATP luminescence, 24 h; 0 = TNF only, 100 = no-TNF cells;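 active means activation, meaning protection from cell death, of at least 50% relative to plate controls; inactive means activation below 50%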;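 further: necroptosis triggered by 40 ng/mL TNF-alpha added together with compound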
# zVAD death inh = blocks zVAD induced death of L929 cells | viability rescue, % at 10 µM | L929 zVAD necroptosis rescue, ATP luminescence, 24 h; with zVAD 60 µM | hit rate 0.38% among 220,000;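 active means activation, scaled between plate controls, above about 75%, limit read from the data; inactive means activation under that limit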;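 further: 0% = zVAD with DMSO and 100% = DMSO alone without zVAD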
# eIF4E 4G PPI = blocks eIF4E binding to eIF4G | P63073+Q04637 | TR-FRET eIF4E-eIF4GI(517-606) binding, 2 h | inhibition, % at 21.7 µM | hit rate 0.37% among 220,000;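 active means inhibition above about 30%, limit read from the data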;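 further: 0% = full FRET control wells and 100% = background wells lacking eIF4GI fragment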
# Mdm2 ligase inh = blocks human Mdm2 ubiquitin ligase activity. Q00987. cell-based MDM2 ubiquitination luciferase reporter, 2 h; 0 = plate control, 100 = twice control, blank-subtracted. signal enhancement, % at 5 µM. hit rate 0.11% among 210,000. AID 1230;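 active means signal enhancement of 30% or more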;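 further: luminescence tracks abundance of the self-degrading MDM2-luciferase fusion protein; higher signal means inhibition of MDM2 E3 ligase activity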
# Target sequence (Q00987 whole entry, looked up, the tested form may be a part): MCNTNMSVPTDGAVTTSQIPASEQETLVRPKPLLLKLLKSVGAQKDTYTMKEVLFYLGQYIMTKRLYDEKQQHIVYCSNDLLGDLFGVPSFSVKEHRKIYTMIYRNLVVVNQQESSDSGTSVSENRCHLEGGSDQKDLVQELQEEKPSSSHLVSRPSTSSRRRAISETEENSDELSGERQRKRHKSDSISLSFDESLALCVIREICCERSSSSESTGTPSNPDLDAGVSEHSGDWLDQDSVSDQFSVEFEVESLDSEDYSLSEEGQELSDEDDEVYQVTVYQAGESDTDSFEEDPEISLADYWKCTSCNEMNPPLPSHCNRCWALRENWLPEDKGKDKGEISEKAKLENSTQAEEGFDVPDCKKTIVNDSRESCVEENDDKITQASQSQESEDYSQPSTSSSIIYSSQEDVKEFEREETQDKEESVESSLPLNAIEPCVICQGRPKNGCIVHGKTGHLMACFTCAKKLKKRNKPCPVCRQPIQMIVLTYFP
#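 Test system: mammalian cells stably expressing self-ubiquitinating, self-degrading MDM2 E3–luciferase fusion; Amount: 2000 cells in each well; Medium: DMEM; Schedule: 4 h settle plus 2 h compound, 37 °C; Technique: SteadyLite luciferase luminescence after 15 min room-temperature reagent incubation; Benchmarks: plate control and blank wells.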
# KCC2 mod = modulators of human KCC2 chloride dependent transport; Q9H2X9; KCC2 cells, thallium flux FluoZin-2 fluorescence; B-score of Tl+ flux slope (higher = more flux/activation; lower = inhibition) at 10 µM; hit rate 2.2% among 190,000; AID 1456;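 active means thallium flux slope and its plate-corrected score both differing from the plate sample mean at a set confidence after two filtering rounds, in either direction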;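 further: slope of fluorescence scaled to starting intensity during 10 to 20 s after thallium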
# EBV gp42 inh = inhibitors of Epstein-Barr virus glycoprotein 42; Q1HVG2; Fluorescence polarization binding assay, mP read-out; inhibition, % (tested at 21.74 µM); hit rate 0.42% among 220,000; AID 1085; in the data active means inhibition above about 50%
# Target sequence (Q1HVG2 whole entry, looked up): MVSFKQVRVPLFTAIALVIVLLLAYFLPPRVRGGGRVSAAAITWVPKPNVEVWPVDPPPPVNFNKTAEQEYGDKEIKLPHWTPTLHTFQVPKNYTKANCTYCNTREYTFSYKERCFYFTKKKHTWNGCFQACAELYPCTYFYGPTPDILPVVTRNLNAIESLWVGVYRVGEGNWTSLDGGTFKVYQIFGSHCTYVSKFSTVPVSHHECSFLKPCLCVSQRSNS
# Rad51 HR inh = Rad51 (human) homologous recombination inhibition; hit rate 0.085% among 200,000; Q06609; hRad51 DNA strand exchange, fluorescence dequenching; inhibition, % at 10 µM; AID 1385;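 active means inhibition above 40% at the single screening dose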;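 further: 0% = DMSO control wells and 100% = blanks with heterologous ssDNA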
# Target sequence (Q06609 whole entry, looked up): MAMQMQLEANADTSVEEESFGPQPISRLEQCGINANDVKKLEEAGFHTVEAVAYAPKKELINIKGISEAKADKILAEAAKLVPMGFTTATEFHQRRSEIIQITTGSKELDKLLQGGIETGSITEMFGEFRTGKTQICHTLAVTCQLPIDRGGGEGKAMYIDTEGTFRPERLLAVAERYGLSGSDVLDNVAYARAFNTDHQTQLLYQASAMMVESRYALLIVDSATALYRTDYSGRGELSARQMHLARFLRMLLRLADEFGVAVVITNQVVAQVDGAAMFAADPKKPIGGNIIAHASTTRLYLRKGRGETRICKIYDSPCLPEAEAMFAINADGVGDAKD
#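 Material: human Rad51–ssDNA filaments; Probe or stimulus: labelled 47-mer dsDNA for strand exchange; Doses: single 10 µM dose; Incubation: 37 °C 15-min filament assembly, 30-min compound preincubation, 15-min exchange; Technique: FRET fluorescence dequenching, excitation 485 nm, emission 520 nm; Measure: Fluorescence-based percent inhibition, control- and blank-normalised; Benchmarks: plate control and blank wells.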
# Active calls of the source: *; nt = not tested or not shown; [ ] = another dose, or the depositor's remark. Rows were taken by chance; 3.6% or so of the library scored in one or more.
# The line under a structure holds: Calpain2 inh	PERK inh	TNF death inh	zVAD death inh	eIF4E 4G PPI	Mdm2 ligase inh	KCC2 mod	EBV gp42 inh	Rad51 HR inh
CC[C@H](C)/C=C(C)/C=C/C1=CC2=CC(=O)[C@]3(C)OC(=O)[C@@H](C(C)=O)[C@@H]3C2=CO1
 : -224	0.5	-1.1	0.5	4	-4	-0.91	17	-13
CCC1=C(OC(=O)N(CC)CC)N2C(=O)OC(=NCCc3c[nH]c4ccccc34)[C@]2(C)[C@H]2C1=CC[C@H]1C(=O)N(CC)C(=O)[C@H]12
 : -28	nt	-0.9	0.3	3	13	0.0032	-9	3
Cc1ccc(-n2cnc(=O)c3cccnc32)cc1
 : 1	-0.3	-1.4	-0.4	-3[fluorescence artefact?]	-8	-0.39	-29	-39
COc1ccc(C(=O)/C=C/Sc2nc3ccccc3o2)cc1
 : 2	1.3	-18	14	1	27	0.069	-10	1
CC(C)n1c(N2CCN(CC(=O)NCc3cccs3)CC2)nc2ccccc21
 : 3	-0.6	-2.6	0.5	5	-13	-0.25	-22	3
COc1ccc(CCN2C(=NC(=O)CC(C)C)SC3CS(=O)(=O)CC32)cc1OC (configuration not stated)
 : -3	1.1	1.3	-0.3	2	-17	0.54	-17	nt
CC(=O)C1=C(c2ccccc2)NC(=O)NC1c1ccccc1OCC(=O)Nc1ccccc1 (configuration not stated)
 : -60	0.2	-0.7	0.7	11	-10	nt	-8	1
O=C(CC(c1ccccc1)c1cc(Br)ccc1O)N1CCCC1 (configuration not stated)
 : 40	-0.4	-3.3	-1.7	6	-12	0.0042	2	-5
C=CCn1c(=O)c(C(=O)Nc2cccnc2)c(O)c2ccccc21
 : -65	1.0	-0.1	0.0	10	-8	nt	-1	11
COc1ccc(C(=S)NC2CCCCC2)cc1
 : -1	0.8	-3.1	0.1	-1[fluorescence artefact?]	-9	0.038	-4	1
CC(=O)Nc1sc2c(c1-c1nc3ccccc3s1)CCN(C(C)C)C2
 : -56	0.4	-10	40	-1	-19	0.44	-19	nt
CCCSc1nc(C)c2cc(C)cc(C)c2n1
 : 2	1.0	-6.1	0.3	-6	-21	-1.1	-10	-5
OCC#CCSc1nnc(-c2ccc(Br)cc2)o1
 : 8	1.2	-2.3	2.4	3[fluorescence artefact?]	-7	nt	0	-3
COc1ccc(CC(=O)Nc2cccc(/C(C)=N/NC(=O)c3cccc([N+](=O)[O-])c3)c2)cc1
 : 18	0.3	-3.8	3.0	-11	1	-1.2	-8	-3
CCN(c1cccc(C(F)(F)F)c1)S(=O)(=O)c1ccc2c(c1)CCN2C(=O)C1CC1
 : 14	-1.1	-4.0	-0.2	0	-7	-0.47	-11	0
C/C(=N\NC(=O)c1ccc(NS(=O)(=O)c2cccs2)cc1)c1ccccn1
 : -4	2.4	-11	6.4	-5	-11	-0.51	-8	17
Cc1ccc(C(C(=O)NC2CCCC2)N(Cc2ccc(F)cc2)C(=O)c2csnn2)o1 (configuration not stated)
 : 7	-1.2	-10	-0.2	-2	-13	-0.012	-10	4
COc1ccc(/C=C2\SC(=S)N(CC(=O)N3CCN(C)CC3)C2=O)cc1
 : -1	-2.3	3.7	0.0	-1	8	-0.074	8	-4
N#Cc1cccnc1Oc1ccccc1
 : 2	0.1	3.6	1.0	4	-7	nt	-12	14
COc1ccc(C(=O)N2CCN(c3ccc(C)cc3)CC2)cc1OC
 : -7	0.3	-2.5	0.5	-4	-14	0.026	-9	5
CC(C)OC(=O)n1c(=S)oc2ccccc21
 : 1	-0.2	-4.8	3.1	-2	-1	-0.87	-14	4
NCCc1nnc(SCc2ccccc2Cl)o1
 : -14	0.3	2.8	0.7	-1	-12	-0.059	-18	22
CCN(CC)S(=O)(=O)c1cccc(C(=O)OCC(=O)C23CC4CC(CC(C4)C2)C3)c1
 : -3	1.9	0.2	0.8	-2	-2	0.96	-10	-7
O=C(CSc1c(Cl)cccc1Cl)NC1CCCc2ccccc21 (configuration not stated)
 : 0	-0.1	3.2	1.4	-4	-2	-0.49	-37	-2
CC1CC(C)CN(C(=O)C(NS(=O)(=O)c2ccc(Br)s2)c2ccccc2)C1 (configuration not stated)
 : 22	-0.4	2.1	0.3	5[fluorescence artefact?]	-7	0.74	-13	-3
CNc1nc(-c2ccc3c(c2)CCN3C(=O)CC(C)(C)C)c(C)s1
 : -93	0.6	1.2	17	2	-2	0.23	-21	33
COc1cccc(-c2nnc(SCC(=O)Nc3ccc4c(c3)OCCO4)n2Cc2ccco2)c1
 : 27	-1.6	-1.6	-0.2	0	-6	nt	-6	1
Cc1cc2c3ccccc3ncn2n1
 : -15	0.4	5.2	3.0	3	-12	nt	-10	15
CCOC(=O)CNC(=S)N(Cc1ccc(C)cc1)Cc1ccc(C)o1
 : 8	1.0	0.0	-0.8	1	11	-0.47	0	1
Cc1cccc(NC(=O)c2cc(NC(=O)C3CCCCC3C(=O)O)ccc2N2CCCCC2)c1 (configuration not stated)
 : -18	0.1	3.9	6.5	1	-7	-2.5	-8	-1

# 2 compounds drawn at random from the list so far:
# The line under a structure holds: Calpain2 inh	PERK inh	TNF death inh	zVAD death inh	eIF4E 4G PPI	Mdm2 ligase inh	KCC2 mod	EBV gp42 inh	Rad51 HR inh
COc1ccc(C(=S)NC2CCCCC2)cc1
 : -1	0.8	-3.1	0.1	-1[fluorescence artefact?]	-9	0.038	-4	1
Cc1cccc(NC(=O)c2cc(NC(=O)C3CCCCC3C(=O)O)ccc2N2CCCCC2)c1 (configuration not stated)
 : -18	0.1	3.9	6.5	1	-7	-2.5	-8	-1

# (cont.)
# The line under a structure holds: Calpain2 inh	PERK inh	TNF death inh	zVAD death inh	eIF4E 4G PPI	Mdm2 ligase inh	KCC2 mod	EBV gp42 inh	Rad51 HR inh
CCOc1ccc(/C=c2\sc3nc(-c4ccco4)nn3c2=O)cc1OCC
 : -52	0.2	-0.9	-0.5	-19	-28	nt	48	-11
CCN(CC)S(=O)(=O)c1cc(NS(=O)(=O)c2c(Cl)cccc2Cl)ccc1C
 : 14	-0.7	0.3	0.6	0	-6	-1.5	0	nt
O=S(=O)(Nc1ccc(N2CCOCC2)cc1)c1ccc(F)cc1
 : 5	0.1	1.5	6.6	6	-4	-0.35	-17	3
O=c1ccc2ccc(Oc3ccc([N+](=O)[O-])cc3[N+](=O)[O-])cc2o1
 : -429	0.3	-5.6	1.6	8[fluorescence artefact?]	-9	0.95	-20	-29
Cc1noc(C)c1C(=O)OCC(=O)Nc1ccccc1Oc1ccccc1
 : -20	-0.6	-0.5	-0.3	-1	-10	nt	-19	1
Cc1ccc(CS(=O)(=O)Cc2ccc(C(=O)NCc3cccs3)o2)cc1
 : 17	-1.4	0.8	-0.2	0	-3	-1.7	4	-9
CC1OC(Oc2ccc3ccc(=O)oc3c2-c2c(O)ccc3cc(Oc4ccc5ccc(=O)oc5c4)c(=O)oc23)C(O)C(O)C1O (configuration not stated)
 : -68	0.8	1.5	1.7	6	nt	-0.66	-7	-7
O=C(Nc1ccccc1C(=O)O)/C(=C/c1ccc([N+](=O)[O-])cc1)NC(=O)c1ccc(Br)o1
 : -24	1.5	0.6	4.0	-3	-5	-0.01	0	9
NS(=O)(=O)c1cc(C(=O)OCC(=O)Nc2ccc(N3CCCCC3)cc2)ccc1Cl
 : 8	0.6	0.9	-0.8	11	-1	0.22	-3	2
CCOCCCNCc1ccc(Cl)cc1
 : 9	0.6	1.7	0.6	-3[fluorescence artefact?]	-13	0.018	-16	4
CN(C(=O)Nc1ccc(S(=O)(=O)N(C)C)cc1)C1CCCCC1
 : 14	-1.0	-1.0	1.4	1	-1	nt	-10	3
Cc1nn(CC(=O)OCC(=O)NC(C)c2ccccc2)c(C)c1[N+](=O)[O-] (configuration not stated)
 : -6	0.1	-0.1	-0.1	1	9	-0.049	-10	-15
CC(C)Nc1nc2c(c(=O)n(C)c(=O)n2C)n1C
 : -19	1.9	2.0	0.6	-6	-11	-0.26	-6	-1
C=CCNCCOCCSc1ccc(Cl)cc1
 : 9	-0.3	-0.8	-0.1	5	-6	0.67	6	nt
CCOC(=O)c1ccc(NC(=O)c2ccc(CN3CCOCC3)cc2)cc1
 : -3	-0.3	-11	0.4	-5	7	0.31	-12	1
Cc1ccccc1NC(=S)N(C)C1(c2ccccc2Cl)CCCCC1=O (configuration not stated)
 : 11	-1.2	-0.5	-0.1	-4[fluorescence artefact?]	-3	0.16	-8	2
Cc1n[nH]c(=O)nc1N1CCN(c2ccccc2)CC1
 : -6	1.8	-2.5	-0.4	-9	-5	2.1	-23	12
O=C(CSc1cccc[n+]1[O-])NC(=O)c1ccc(OC(F)F)cc1
 : 4	2.1	-0.1	3.9	2	10	0.12	-12	8
Cc1cc(C)c2c(c1)-c1c(ssc1=S)C(C)(C)N2C(=O)CN1C(=O)c2ccccc2C1=O
 : -26	1.2	1.9	-0.7	-3	-6	-0.24	-6	1
Cc1ccc(-c2nnn(CC(=O)N(c3ccccc3)C(C(=O)NC3CCCC3)c3ccco3)n2)o1 (configuration not stated)
 : 16	0.7	-7.1	-0.4	-22[fluorescence artefact?]	-75	nt	-2	1
Brc1ccc(-n2cc(-c3ccccc3)c3c(NN4CCOCC4)ncnc32)cc1
 : -48	0.7	-1.8	-0.1	-3[fluorescence artefact?]	-13	-1	-2	-5
CCOc1ccc(CCNC(=O)Cn2cccc2C(=O)c2ccccc2)cc1OCC
 : -3	-0.6	4.4	nt	-1	-15	-1.6	-1	nt
COc1ccc2oc(C(=O)NCCC(C)C)c(C)c2c1
 : -69	0.0	-0.4	3.3	0	-8	-0.62	1	1
Oc1ccccc1N1CCN(C(=S)Nc2ccc(SC(F)F)cc2)CC1
 : -2	0.0	-2.1	0.6	-3	-10	0.35	-1	nt
Cc1cc(C)cc(NC(=O)Nc2cc(S(=O)(=O)N(C)C)ccc2C)c1
 : -12	-1.1	2.2	5.1	-8	4	-0.33	-1	-2
COc1ccc(/C(O)=C2/C(=O)C(=O)N(CCN(C)C)C2c2ccc(OC)c(OC)c2)c(C)c1 (configuration not stated)
 : -6	0.9	-1.7	0.0	3[fluorescence artefact?]	-6	nt	-21	0
CCC[C@@H]1C[C@@H](C(=O)N[C@@H](C2O[C@H](SC)[C@H](O)[C@@H](O)[C@H]2O)[C@H](C)Cl)N(C)C1 (some centres not stated)
 : -17	1.3	0.8	-0.5	2	-21	1.8	-27	-7
Cc1ccc(N=C2NC(=O)/C(=C/c3cccnc3)S2)c(C)c1
 : -7	0.3	4.0	0.7	-4	1	-0.4	-8	nt
O=C(COC(=O)/C=C/c1cccs1)Nc1cccc(S(=O)(=O)N2CCOCC2)c1
 : 8	0.1	1.1	0.6	0	-4	-1.1	2	12
c1ccc(Nc2nc(N3CCCCC3)nc(N3CCCCC3)n2)cc1
 : 17	-0.2	-1.0	0.3	0	-24	-1.1	7	0
CSCCC(NC(=O)c1ccccc1C)C(=O)O (configuration not stated)
 : -21	0.0	-0.2	1.2	-2	-5	0.27	1	13
CN(C)CCC1c2ccc(Cl)cc2CCc2cccnc21 (configuration not stated) (tested in a mixture with another compound)
 : -4	1.0	3.5	0.5	3	-9	0.55	-12	-1
CC1(C(=O)O)COC(c2ccc(Cl)cc2)OC1 (configuration not stated)
 : -4	0.7	0.7	0.4	0	-12	0.41	-12	21
